# Source: PubChem
# GIRK2 activator – GIRK2 channel activators by thallium flux | P48051 | HEK293 GIRK2/NPY4 cells, thallium flux fluorescence | activation (% efficacy), % for hits at 37.5 µM | 34,000 tested, under 10 active;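 active means primary screen hit, no activity in plain HEK293 cells, and in GIRK2-only cells above 5% efficacy rising with concentration; inactive means the rest, including fluorescent compounds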;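 further: efficacy is normalized control-subtracted fluorescence 15 s after thallium addition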
# Target sequence (P48051 whole entry, looked up): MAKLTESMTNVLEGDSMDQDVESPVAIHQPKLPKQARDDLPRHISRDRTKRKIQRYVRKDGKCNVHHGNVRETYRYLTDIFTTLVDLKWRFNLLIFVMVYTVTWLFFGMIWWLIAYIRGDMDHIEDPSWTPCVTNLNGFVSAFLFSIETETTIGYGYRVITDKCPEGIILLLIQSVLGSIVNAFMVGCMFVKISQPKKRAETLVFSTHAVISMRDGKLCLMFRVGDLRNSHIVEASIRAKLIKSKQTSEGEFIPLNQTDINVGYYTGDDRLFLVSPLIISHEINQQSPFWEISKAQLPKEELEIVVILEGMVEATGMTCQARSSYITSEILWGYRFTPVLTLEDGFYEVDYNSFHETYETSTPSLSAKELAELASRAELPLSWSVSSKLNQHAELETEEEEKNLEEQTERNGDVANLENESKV
# Calls only; i = inactive. An excerpt. The share of hits here may be higher or lower than overall.
SMILES,GIRK2 activator
NC(=O)CSc1nc(-c2ccccc2)c(NC(=O)c2ccccc2Cl)s1,i
CCn1nc(C(=O)Nc2ccc(S(=O)(=O)Nc3cc(C)nc(C)n3)cc2)ccc1=O,i
CC(NC(=O)CCc1csc(NC(=O)c2ccc(F)cc2)n1)c1ccccc1 (configuration not stated),i
CC(C)n1nccc1C(=O)Nc1nc2ccc3ccccc3c2s1,i
CN1CCN(C(CNC(=O)NCc2cccs2)c2ccc(F)cc2)CC1 (configuration not stated),i
O=C(Nc1c2c(nn1-c1ccc(Cl)cc1)CS(=O)(=O)C2)C(=O)NC1CCCCC1,i
COc1ccc(-n2c(C)nc3ccc(NS(=O)(=O)c4cc(OC)ccc4OC)cc3c2=O)cc1,i
COc1ccc(-c2ccc(=O)n(CCCNC(=O)c3ccc(C(F)(F)F)cc3)n2)cc1,i
CCCNC(=O)c1ccc2c(=O)n(CC3CCCO3)c(SCc3ccc([N+](=O)[O-])cc3)nc2c1 (configuration not stated),i
Cc1ccc(Cl)cc1NC(=O)Cn1cnc2c(-c3ccccc3)csc2c1=O,i
COc1cc(C(=O)NCC(c2ccc(C)cc2)N(C)C)cc(OC)c1OC (configuration not stated),i
COCC(=O)Nc1cc(C)nn1-c1nc2c(cnn2-c2cccc(Cl)c2)c(=O)[nH]1,i
Cn1c(=O)[nH]cc(C(=O)N2CCN(S(C)(=O)=O)CC2)c1=O,i
Cc1cc(C)cc(C(=O)N2CCN(Cc3nnnn3-c3ccc(F)c(F)c3)CC2)c1,i
N#Cc1ccc(C(=O)N(CCN2CCOCC2)c2nc3c(Cl)cccc3s2)cc1,i
O=C(c1cc(-c2ccco2)n(C2CCS(=O)(=O)C2)n1)N1CCN(c2ccccn2)CC1 (configuration not stated),i
Cc1ccc(-n2cnc3cc(C(=O)Nc4nc(C)c(C(=O)N(C)C)s4)ccc32)c(C)c1,i
O=C(CCn1cnc2c(cnn2-c2ccccc2)c1=O)N1CCN(C(=O)c2ccco2)CC1,i
COc1cccc(OC)c1C(=O)NCCOc1ccc2nnc(-c3ccccc3)n2n1,i
Cc1ccc(NC(=O)Cn2c(=O)n(CC(=O)NCCc3ccccc3)c(=O)c3sccc32)cc1C,i
CCOc1ccc(N2CCn3c2nn(Cc2ccc(Br)cc2)c(=O)c3=O)cc1,i
COCCn1c(=NC(=O)c2ccnn2C)sc2c(OC)ccc(OC)c21,i
CS(=O)(=O)N1CCCc2cc(NC(=O)c3cc(Cl)ccc3Cl)ccc21,i
Cc1nnc(-c2ccc(NC(=O)C(C)Oc3ccccc3)cc2)o1 (configuration not stated),i
CC(C)Oc1ccc(C(=O)NCC(c2cccs2)N(C)C)cc1 (configuration not stated),i

# Sorted by molecular weight (low to high): 16 of the compounds above
SMILES,GIRK2 activator
Cn1c(=O)[nH]cc(C(=O)N2CCN(S(C)(=O)=O)CC2)c1=O,i
CN1CCN(C(CNC(=O)NCc2cccs2)c2ccc(F)cc2)CC1 (configuration not stated),i
CC(NC(=O)CCc1csc(NC(=O)c2ccc(F)cc2)n1)c1ccccc1 (configuration not stated),i
CS(=O)(=O)N1CCCc2cc(NC(=O)c3cc(Cl)ccc3Cl)ccc21,i
NC(=O)CSc1nc(-c2ccccc2)c(NC(=O)c2ccccc2Cl)s1,i
Cc1ccc(Cl)cc1NC(=O)Cn1cnc2c(-c3ccccc3)csc2c1=O,i
Cc1cc(C)cc(C(=O)N2CCN(Cc3nnnn3-c3ccc(F)c(F)c3)CC2)c1,i
COCC(=O)Nc1cc(C)nn1-c1nc2c(cnn2-c2cccc(Cl)c2)c(=O)[nH]1,i
COc1cccc(OC)c1C(=O)NCCOc1ccc2nnc(-c3ccccc3)n2n1,i
N#Cc1ccc(C(=O)N(CCN2CCOCC2)c2nc3c(Cl)cccc3s2)cc1,i
CCn1nc(C(=O)Nc2ccc(S(=O)(=O)Nc3cc(C)nc(C)n3)cc2)ccc1=O,i
COc1ccc(-c2ccc(=O)n(CCCNC(=O)c3ccc(C(F)(F)F)cc3)n2)cc1,i
O=C(Nc1c2c(nn1-c1ccc(Cl)cc1)CS(=O)(=O)C2)C(=O)NC1CCCCC1,i
O=C(c1cc(-c2ccco2)n(C2CCS(=O)(=O)C2)n1)N1CCN(c2ccccn2)CC1 (configuration not stated),i
O=C(CCn1cnc2c(cnn2-c2ccccc2)c1=O)N1CCN(C(=O)c2ccco2)CC1,i
CCCNC(=O)c1ccc2c(=O)n(CC3CCCO3)c(SCc3ccc([N+](=O)[O-])cc3)nc2c1 (configuration not stated),i

# Remaining list, next part:
SMILES,GIRK2 activator
CCc1ccccc1NC(=O)c1cccc(-n2cnc3c(sc4nc(C)cc(C)c43)c2=O)c1,i
CCN(CC)C(=O)c1cc2c(=O)n3cccc(C)c3nc2n1Cc1ccccc1,i
Cn1ccc(C(=O)Nc2nc(-c3ccc(Oc4ccccc4)cc3)cs2)n1,i
CCC(CC)C(=O)NCCn1ncc2c(N3CCN(Cc4ccccc4)CC3)ncnc21,i
CCOc1ccc(NC(=O)C2CCN(c3cc(OC)ncn3)CC2)cc1,i
CS(=O)(=O)N1CCN(C(=O)Cc2csc(Nc3ccccc3)n2)CC1,i
Cc1cccc(NC(=O)Cc2csc(Nc3ccc(F)cc3)n2)c1C,i
O=C(c1ccco1)N1CCN(c2cc(=O)n(C3CCCCC3)c(=O)[nH]2)CC1,i
COC(=O)CN(c1ccccc1)C1SC(=O)N(c2ccc(F)cc2)C1=O (configuration not stated),i
Cc1cccn2c(=O)c(C(=O)NCCCN3CCOCC3)c(O)nc12,i
CCN(CC)c1ccc(N2CCN(S(=O)(=O)c3ccc(F)cc3)CC2)nn1,i
COc1ccc(NC(=O)CCc2csc(NS(=O)(=O)c3ccccc3)n2)c(OC)c1,i
O=C1CC(NS(=O)(=O)c2ccc(Br)cc2)CN1 (configuration not stated),i
COc1ccc(-c2coc3c4c(ccc3c2=O)OCN(C(C)c2ccccc2)C4)cc1OC (configuration not stated),i
O=C(NCCOc1ccc(-c2cccs2)nn1)NCc1ccccc1,i
COCCn1c(=O)c2c(nc(-n3nc(C)cc3C)n2Cc2cc(C)ccc2C)n(C)c1=O,i
CN1CCN(n2c3c(c(SCC(=O)Nc4ccc(F)c([N+](=O)[O-])c4)nc2=O)CCCC3)CC1,i
O=C(CCS(=O)(=O)c1ccccc1)N(CCN1CCOCC1)c1nc2ccccc2s1,i
CSc1ccc(NC(=O)COc2ccc(F)cc2)cc1,i
O=C(c1cccc(-n2cnnn2)c1)N1CC(c2nc(-c3ccc[nH]c3=O)no2)C1,i
CCOC(=O)C1CCN(S(=O)(=O)CCCOc2ccc3c(c2)OCO3)CC1,i
CCCC(=O)Nc1ccc(S(=O)(=O)NCCN2CCOC(c3ccccc3)C2)cc1 (configuration not stated),i
CC(C)(Oc1ccc(Cl)cc1)C(=O)NCC(O)(c1ccco1)C1CC1 (configuration not stated),i
CS(=O)(=O)N1CCC(C(=O)Nc2ccc3c(c2)N(C(=O)c2ccco2)CC3)CC1,i
O=C(Nc1cccs1)N1CCC(c2nnc(C3CC3)o2)CC1,i
# Other entries follow:
SMILES,GIRK2 activator
CSCCC(C)(O)CNC(=O)COc1ccc(C(C)(C)C)cc1 (configuration not stated),i
COc1ccc(CCNS(=O)(=O)c2cccc(C(F)(F)F)c2)cc1OC,i
COc1ccc(-c2nnc3ccc(OCCNC(=O)Nc4ccc(Cl)cc4)nn23)cc1,i
COc1cc(COCC2CCN(C(=O)c3cccc(F)c3)CC2)cc(OC)c1,i
O=C(CC1=NS(=O)(=O)c2ccccc2N1)Nc1ccc(Br)cc1F,i
COc1ccccc1OCC(=O)NCC1CCN(Cc2cccs2)CC1,i
O=C(c1ccc2c(c1)OCO2)N1CCN(Cc2nc(-c3cccs3)cs2)CC1,i
CCCCN(CC)S(=O)(=O)c1ccc(C(=O)Nc2ccc3ncsc3c2)cc1,i
CC1CCCN(CC(O)COc2ccccc2Br)C1 (configuration not stated),i
CNC(=O)c1cccc(-c2noc(C3CN(C(=O)Nc4cccc(C(F)(F)F)c4)C3)n2)c1,i
COc1ccc(F)cc1S(=O)(=O)NCC(O)c1sccc1C (configuration not stated),i
Cc1nc2ccc(S(=O)(=O)NCCn3nc(-c4cccnc4)ccc3=O)cc2s1,i
COc1ccc2cc(C(=O)N3CCN(C(=O)c4cnn5ccccc45)CC3)[nH]c2c1,i
COCCNC(=O)Cn1nc2c(c1NC(=O)c1ccc3c(c1)OCO3)CSC2,i
COc1ccc(S(=O)(=O)Nc2nc(CCC(=O)Nc3ccc4c(c3)OCO4)cs2)cc1,i
COCC(=O)N1CCCc2ccc(NC(=O)CCSc3ccccc3)cc21,i
O=C(NCC1CCN(C(=O)Nc2ccc(F)cc2)CC1)c1ccc(C(F)(F)F)cc1,i
COc1ccc(CC(=O)Nc2cccc(N3CCCCC3=O)c2)cc1OC,i
O=C(Cc1csc(NC(=O)c2ccc(=O)[nH]c2)n1)NCC1CCCO1 (configuration not stated),i
O=C(NCC(O)(c1cccs1)C1CC1)c1ccco1 (configuration not stated),i
O=C(Cc1csc(NC(=O)c2ccc[nH]c2=O)n1)NCC1CCCO1 (configuration not stated),i
Cc1ccc(Cl)cc1N1CCN(C(=O)Cc2c(C)[nH]c(=O)[nH]c2=O)CC1,i
N#C/C(=C\Nc1ccc2c(c1)OCO2)C(=O)NCc1ccccc1,i
COCCN1C(=O)C(O)=C(C(=O)C2CC2)C1c1ccc(OC)c(OC)c1 (configuration not stated),i
COc1cc(C(=O)Nc2ccc(N3CCCCC3=O)cc2)cc(OC)c1OC,i
# Additional results:
SMILES,GIRK2 activator
COc1ccccc1NC(=O)C(=O)NCC1CCN(Cc2cc(C)oc2C)CC1,i
O=C(CCC1CCCCC1)N1CCC2(CC1)NC(=O)N(Cc1ccc(F)cc1)C2=O,i
C=CCc1c(C)nc2c(-c3ccccc3)cnn2c1NCCN1CCOCC1,i
O=C(CSc1ccc(-n2cccn2)nn1)NC1CCCCC1,i
O=C(COc1ccc(Cl)cc1)NCCS(=O)(=O)N1CCN(c2ccccn2)CC1,i
CCCCN1C(=O)CCc2cc(NC(=O)c3cc(OCC)c(OCC)c(OCC)c3)ccc21,i
CN1CCN(/C=C(\C#N)C(=O)NCc2ccccc2)CC1,i
Fc1ccc(-c2csc3ncnc(N4CCN(C5CCCC5)CC4)c23)cc1,i
CCOc1ccc(NC(=O)Cn2ccc3ccn(Cc4ccccc4F)c3c2=O)cc1,i
O=C1CN(c2ccccc2NC(=O)NCc2cccc3ccccc23)CCN1,i
COc1ccccc1NC(=O)N1CCC(CNC(=O)c2cccn(C)c2=O)CC1,i
Cc1cc(-c2nnc(NC(=O)C(C)Oc3ccccc3)o2)n(C)n1 (configuration not stated),i
CCOc1ccc(NC(=O)CSc2nc(=O)n(CCO)c3c2CCCC3)cc1,i
COc1cn(CC(=O)Nc2ccc(F)cc2F)c(CSc2nnnn2C)cc1=O,i
O=C(Nc1cccc(-c2nc3cccnc3s2)c1)Nc1ccccc1Cl,i
O=C(NCCN1CCOCC1)C(=O)NCC(F)(F)F,i
CCOc1ccc(-c2nc(S(=O)(=O)c3ccccc3)c(NCc3cccnc3)o2)cc1,i
Cc1cc(C)c2sc(N(Cc3ccccn3)C(=O)CSCc3ccccc3)nc2c1,i
COc1ccc(OC)c(NC(=O)Cn2c(=O)n(Cc3ccco3)c(=O)c3sc4ccccc4c32)c1,i
COc1cn(CC(=O)Nc2c(C)cc(C)cc2C)c(CSc2nc(C)cc(C)n2)cc1=O,i
O=C(NCC(O)(c1ccccc1)C(F)(F)F)c1ccc2c(c1)OCO2 (configuration not stated),i
O=C(CSc1ccc(NC(=O)c2ccccc2)nn1)NCC1CCCO1 (configuration not stated),i
O=C(c1c[nH]c2ccccc12)N1CC(C(=O)N2CCN(c3ccccn3)CC2)C1,i
CCOC(=O)C1=C(C)NC(C)=C(C(=O)OCC)C1,i
COc1ccc(-n2nc3c(c2NC(=O)C(=O)N2CCCCC2)CS(=O)(=O)C3)cc1,i
# New compounds follow
SMILES,GIRK2 activator
CSCCC(C)(O)CNS(=O)(=O)c1cc(C)c(C)cc1C (configuration not stated),i
CC(C)c1ccc(NC(=O)CN2C(=O)c3ccccc3S2(=O)=O)cc1,i
NC(=O)C1Cc2ccccc2N1C(=O)CC(c1ccccc1)c1ccccc1 (configuration not stated),i
COc1cccc(N2CC(c3nc4ccccc4n3CC(=O)N3CCOCC3)CC2=O)c1 (configuration not stated),i
Cc1ccc(S(=O)(=O)c2[nH]c(-c3ccccc3)nc2SCC(=O)N2CCCC2)cc1,i
CC(C)(C)OC(=O)N1CCN(CCn2cccn2)CC1,i
COc1ccc(NC(=O)CSc2ccc(NC(=O)c3ccco3)nn2)c(OC)c1,i
Cc1ccc(CNC(=O)/C(C#N)=C2\N=C(NC(=O)c3cccnc3)c3ccccc32)cc1,i
Cc1c(C)n2c3c(=O)n(Cc4ccc(Cl)cc4)c(=O)n(C)c3nc2n1CCN1CCOCC1,i
COCC(=O)N1CCCc2ccc(NC(=O)Nc3cccs3)cc21,i
CC(C)C(=O)Nc1ccc(C(=O)NCCNC(=O)C2CC2)cc1,i
COc1ccc(CC(=O)Nc2ccc(CC(=O)N3CCCC3)cc2)cc1,i
Cc1cc(NC(=O)c2ccc(=O)[nH]n2)no1,i
CC1CN(c2ncnc3c2cnn3CCNC(=O)c2ccc(F)cc2)CC(C)O1 (configuration not stated),i
COc1ccc(C(=O)NCc2ccsc2)c(OC)c1,i
COc1ccc(NC(=O)CSc2ccc(NC(=O)c3ccccc3)nn2)c(OC)c1,i
Nc1c(C(=O)Nc2ccc(F)cc2)nnn1-c1ccc(F)cc1,i
O=C(Cn1nc(-c2ccco2)c2sc(N3CCOCC3)nc2c1=O)N1CCc2ccccc21,i
COc1ccc(Nc2cc(C)nc(N3CCN(C(=O)C4CCCC4)CC3)n2)cc1,i
O=S(=O)(c1cc(F)cc(F)c1)N1CCN(CC(F)(F)F)CC1,i
CCOc1ccc(S(=O)(=O)NCC(O)(c2ccccc2)C(F)(F)F)cc1F (configuration not stated),i
CCOC(=O)NCC1CC(=O)N(c2ccc(F)cc2)C1 (configuration not stated),i
O=C(CSc1nc(CC(=O)N2CCN(c3ncccn3)CC2)cs1)c1ccccc1,i
CCN(C(=O)Cn1c(C2CC(=O)N(c3ccc(OC)cc3)C2)nc2ccccc21)c1ccccc1 (configuration not stated),i
COc1ccccc1C(=O)Nc1ccc(CC(=O)NCc2cccs2)cc1,i
